PPARg SRC-3 ag: PPARgamma agonists recruiting SRC-3 coactivator, primary screen, biochemical; Peroxisome proliferator-activated receptor gamma (Homo sapiens), P37231; biochemical PPARgamma/SRC-3 coactivator recruitment assay; activation, % at 8 µM; 200,000 tested, 0.26% active; AID 731, 2007; in the data active = activation above about 23%;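 also: 0% = DMSO and 100% = reference agonist; some compounds past the cut are filed as inactive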
Redox H2O2 prof: compounds producing H2O2 with reducing agent – biochemical, NIH compound library profiling, artefact control for MLSCN library redox annotation, primary screen; DTT-dependent redox cycling H2O2, phenol red/HRP absorbance; 100% = 100 µM peroxide control, 0% = buffer; activation, % at 10 µM; 200,000 tested, 0.03% active; AID 878, 2007;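 active = activation of at least 50% relative to the plate's high and low controls in the primary single-dose screen; inactive = activation below 50%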;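 also: compound incubated with DTT at 0.8 mM final as the reducing agent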
Lmaj promast: Leishmania major promastigote growth inhibition, primary screen; 200,000 tested, 9% active; Leishmania major promastigotes, resazurin fluorescence viability; inhibition, % at 10 µM; AID 1063, 2008; in the data active = inhibition above about 50%;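 also: promastigotes grown with compound for 44 hours at 28 °C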
PPARg SRC1 recr: PPARgamma agonists recruiting SRC-1 coactivator, primary screen, biochemical. PPARgamma-SRC-1 coactivator recruitment biochemical assay. activation, % at 8 µM. 200,000 tested, 0.41% active. AID 631, 2007; in the data active = activation above about 19%;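 also: 0% = DMSO and 100% = reference agonist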
ROMK mod: ROMK potassium channel modulators, primary screen, cell-based, thallium flux, MLSMR library; ATP-sensitive inward rectifier potassium channel 1 (Homo sapiens), P48048; Tet-inducible ROMK, thallium flux fluorescence; actives lie on both sides; B-score at 10 µM; 130,000 tested, 2% active; AID 1918, 2009;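 active = signal ratio slope over the read window, or its plate-corrected B-score, at least 3 SD from the plate mean, either direction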;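 also: B-score of the F/F0 ratio slope over 7 to 12 s after thallium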
Target sequence (P48048 whole entry, looked up): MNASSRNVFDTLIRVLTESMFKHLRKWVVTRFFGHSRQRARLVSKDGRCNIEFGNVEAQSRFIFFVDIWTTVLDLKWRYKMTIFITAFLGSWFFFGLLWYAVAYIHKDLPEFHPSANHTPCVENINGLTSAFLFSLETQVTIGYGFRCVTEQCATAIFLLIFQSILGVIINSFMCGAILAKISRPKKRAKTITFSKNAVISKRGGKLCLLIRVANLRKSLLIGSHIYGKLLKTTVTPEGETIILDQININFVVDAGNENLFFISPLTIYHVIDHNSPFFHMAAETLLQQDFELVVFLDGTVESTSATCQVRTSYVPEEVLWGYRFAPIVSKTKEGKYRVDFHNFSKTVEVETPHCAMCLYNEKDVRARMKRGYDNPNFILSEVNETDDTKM
TR-FRET SRC-2 ct: TR-FRET signal artefacts, primary screen, artefact control for PPARgamma SRC-2 agonist project, biochemical. TR-FRET artefact counter-screen; active compounds read high. TR-FRET ratio at 8 µM. 200,000 tested, 0.4% active; in the data active = TR-FRET ratio above about 2000; also: inactives centre near 1500
S1P3 antagonist: S1P3 receptor antagonists, primary screen, cell-based; Sphingosine 1-phosphate receptor 3 (Homo sapiens), Q99500; CHO S1P3 NFAT-BLA reporter, FRET fluorescence, antagonist mode; inhibition, % at 4.98 µM; 170,000 tested, 0.27% active; AID 485, 2006;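 active = inhibition above the plate cutoff, the mean inhibition of test wells on that plate plus 3 SD, cut at about 28% in these data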;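 also: cells challenged with S1P at its EC80 of 0.8 µM; blue over green emission ratio from cleaved BLA substrate after 4 h stimulation; 0% = S1P-stimulated wells and 100% = unstimulated DMSO-only wells; some compounds past the cut are filed as inactive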
Target sequence (Q99500 whole entry, looked up): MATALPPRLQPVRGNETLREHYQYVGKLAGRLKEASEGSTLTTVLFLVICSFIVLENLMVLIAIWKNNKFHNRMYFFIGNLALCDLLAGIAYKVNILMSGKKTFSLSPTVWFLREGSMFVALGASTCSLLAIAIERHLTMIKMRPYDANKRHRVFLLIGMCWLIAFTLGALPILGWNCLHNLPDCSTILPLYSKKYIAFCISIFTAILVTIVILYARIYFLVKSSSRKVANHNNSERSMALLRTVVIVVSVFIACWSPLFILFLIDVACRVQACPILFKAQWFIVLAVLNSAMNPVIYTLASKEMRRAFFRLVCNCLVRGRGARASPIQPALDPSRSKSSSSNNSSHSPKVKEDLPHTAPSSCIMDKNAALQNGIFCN
bIAP inhibitor: bovine intestinal alkaline phosphatase inhibitors, primary screen, selectivity assay for TNAP inhibitor project, biochemical, bovine IAP, CDP-star luminescence. purified bovine IAP, 30 min. 190,000 tested, under 10 active. AID 1019, 2008. inhibition, % at 20 µM;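 active = over 50% inhibition of intestinal alkaline phosphatase at 20 µM in the single-dose screen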
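test system = bovine IAP enzyme | medium = DEA buffer 100 mM, pH 9.8, with MgCl2 1.0 mM, ZnCl2 0.02 mM | detection = luminescence | dosing = single compound dose of 20 µM, 2% DMSO final | incubation = 30 min reaction at room temperature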
Efa HMGR inh: inhibitors of E. faecalis class II HMGR, primary screen, biochemical, Enterococcus faecalis. purified E. faecalis HMGR, NADPH absorbance 340 nm kinetic. inhibition, % at 10 µM. 190,000 tested, 0.41% active;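 active = inhibition above a set limit, the median over all tested compounds plus 3 SD, cut at about 9.5% in these data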;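 also: enzyme runs in reverse so mevalonate oxidation gives rising NADPH absorbance; 0% = complete reaction with DMSO and 100% = background rate lacking mevalonate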
RAM inhibit: inhibitors of the yeast RAM network, primary screen, dse1pr::URA3 reporter, 5-FOA selection; inhibition, % at 50 µM; AID 868, 2007; 190,000 tested, 1.8% active; S. cerevisiae dse1pr::URA3 reporter, 5-FOA growth OD615, 2 d; analog-sensitive cbk1-as2 kinase mutant strain;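 active = inhibition above a set limit, 3 SD over mean compound inhibition, cut at about 8.4% in these data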;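 also: 0% = DMSO-only wells with no growth and 100% = 10 µM 1-NA-PP1 full growth; inhibition rescues growth on 5-FOA so higher OD means more RAM inhibition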
PPARg SRC-2 ag: agonists of PPARg-SRC-2 recruitment, primary screen, biochemical, HTS; 200,000 tested, 0.34% active; PPARgamma LBD-SRC-2 recruitment; activation, % at 8 µM; in the data active = activation above about 22%;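 also: 0% = vehicle and 100% = reference agonist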
Numbers without * were called inactive; nt = not tested or not shown.

SMILES	PPARg SRC-3 ag	Redox H2O2 prof	Lmaj promast	PPARg SRC1 recr	ROMK mod	TR-FRET SRC-2 ct	S1P3 antagonist	bIAP inhibitor	Efa HMGR inh	RAM inhibit	PPARg SRC-2 ag
COc1cccc(-c2nc(CS(=O)CC(=O)NC3CC3)c(C)o2)c1 (stereo not drawn)	7	-1.6	-5	-1	nt	1671	-31	5	-1	0.5	8
CCOc1ccc(Nc2nc3ccccc3n3nnnc23)cc1	6	0.2	2	-2	nt	1591	nt	1	0	1.2	-3
Cc1cc(C)cc(C(=O)n2cnnc2N)c1	17	0.5	-3	1	0.67	1363	-22	-3	4	-1.0	8
O=C(NCCc1ccccc1)c1cc(S(=O)(=O)N2CCOCC2)ccc1F	-1	0.1	1	-2	0.37	1556	nt	-2	-3	1.8	6
COc1ccccc1NC(=O)CSc1nnc(-c2ccoc2C)n1CC1CCCO1 (stereo not drawn)	11	1.2	2	11	nt	1576	nt	1	2	-0.5	-5
COc1ccc(-c2cc(=O)c3cc(C)ccc3[nH]2)cc1	2	0.2	-7	1	0.2	1669	4	9	4	0.9	14
CCOc1ccc(C/C(O)=C2\C(=O)CC(C)(C)CC2=NCC(=O)O)cc1OCC	0	-0.1	-4	0	-1.1	1476	3	2	-4	1.5	-7
CCOc1ccc(Cn2nnc(C(=O)Nc3ccc(OC)cc3OC)c2N)cc1	0	1.1	-6	-3	nt	1542	-11	19	-6	4.1	2
CCOC(=O)C1CCCc2c1[nH]c1c(C(N)=O)cccc21 (stereo not drawn)	-4	0.3	-4	-6	-0.67	1555	nt	-1	-1	1.4	0
O=C(Cn1cnc2c(nnn2-c2ccccc2)c1=O)N1CCOCC1	13	-0.4	-3	2	nt	1706	-48	7	-2	0.6	8
Cc1cccc(-n2c(C)cc(/C=N/NC(N)=S)c2C)c1	1	-0.5	80*	6	2.2	1704	4	36	-2	1.6	9
COc1ccc(Cl)cc1NC(=O)c1[nH]nc(OC)c1[N+](=O)[O-]	-2	-1.1	53*	0	-0.11	1478	-16	-14	-3	0.6	-3
CN(c1ccc(C(=O)NC2CC3CCC2C3)cc1)S(C)(=O)=O (stereo not drawn)	10	1.8	-6	8	nt	1528	nt	6	-1	1.6	1
COc1ccc(S(=O)(=O)NC(CC(=O)NCC2CCCO2)c2ccco2)cc1 (stereo not drawn)	-1	1.5	-8	10	0.41	1646	-8	-8	-3	2.0	3
Cc1ccc(-c2cc(C(F)F)n3ncc(C(=O)N4CCN(c5ccccn5)CC4)c3n2)cc1	11	0.3	100*	0	nt	1463	2	3	-1	0.0	10
O=S(=O)(c1ccccc1)c1nc(-c2ccco2)oc1NCCCN1CCOCC1	10	2.0	-1	4	nt	1423	7	7	-2	0.4	0
CCS(=O)(=O)Nc1ccc(C2=NN(C(C)=O)C(c3cccs3)C2)cc1 (stereo not drawn)	-4	-1.0	1	-3	nt	1561	-7	-9	-2	-0.1	-3
Cc1ccc(S(=O)(=O)NCCCN2CCOCC2)cc1C	2	0.4	88*	-4	-0.47	1501	-12	0	0	2.8	-6
CCOC(=O)c1nnn(CC(=O)Nc2cccc(Cl)c2C)c1C(=O)OCC	1	0.2	7	-4	0.14	1444	nt	6	1	3.6	0
CCOc1cc(C)c(S(=O)(=O)Nc2ccc3cn[nH]c3c2)cc1C	3	-3.7	39	-3	nt	1497	nt	7	0	2.6	-2
CSc1ccccc1NC(=O)CCn1c(=O)sc2ccccc21	-7	0.7	-2	3	0.23	1480	nt	13	0	1.9	5
CC(=O)Nc1c(C)nn(-c2ccc(C)c(C)c2)c1C	-1	-8.9	-6	10	nt	1459	nt	6	1	1.0	-2
COc1ccc(CNC(=O)C2CCCN(S(=O)(=O)c3c(C)n[nH]c3C)C2)cc1 (stereo not drawn)	2	0.2	-6	-1	0.046	1676	nt	-6	-2	0.1	0
COc1cccc(C(=O)N/N=C2/SCC(=O)N2CCc2ccc(OC)c(OC)c2)c1	6	2.1	36	0	nt	1375	nt	10	-1	-0.5	0
CCOC(=O)c1[nH]c(C)c(C(=O)NCCCN2CCOCC2)c1C	-7	-0.7	-6	-3	nt	1269	0	6	1	1.9	9
CC(=O)Oc1ccc(-c2csnn2)cc1	2	1.6	-4	2	nt	1394	nt	12	-5	0.9	2
O=C(Nc1ccccc1)C1=C[C@@H](C2CCCCC2)C[C@@H](OCCCCO)O1	0	0.5	92*	-3	nt	1519	-2	-15	-2	4.7	-7
COc1cc(-c2[nH]ncc2CN2CCc3sccc3C2)cc(OC)c1OC	-1	0.2	-2	-5	0.63	1480	-18	-13	-4	-0.6	-4
COCC1CCN(Cc2nc(-c3ccc(OC)cc3)no2)CC1	-1	-1.3	-8	6	-0.59	1550	1	12	-5	0.5	0
CCNC(=S)N/N=C/c1ccc(C(=O)O)cc1	-5	-0.1	-2	-2	0.2	1401	-18	-31	-4	3.1	6
Cc1ncoc1C(=O)Nc1nccs1	-12	-1.0	-7	4	-0.6	1730	nt	-2	-4	2.4	0
CCC(C)n1c(-c2cccc(S(=O)(=O)N(CC)CC)c2)n[nH]c1=S (stereo not drawn)	5	0.6	-2	4	-0.51	1530	4	-25	-4	-0.5	1
O=c1cc(N2CCN(Cc3ccccc3)CC2)[nH]c(=O)n1-c1ccc(Br)cc1	8	-1.2	-8	13	nt	1588	nt	0	-7	1.6	1
CCOc1ccccc1CN1C(=O)c2ccccc2C1C(=O)NCC1CCCO1 (stereo not drawn)	1	0.7	-3	-2	1.2	1611	-9	2	0	-0.3	-2
Cc1cc(CSc2ccccc2)ccc1NC(=O)COc1ccccc1C	-1	1.8	-7	5	nt	1757	2	5	-4	5.5	2
CCCNC(=O)NC(=O)CSc1nc2ccccc2n1CC(C)C	-9	1.9	13	-1	nt	1514	18	-2	-6	1.8	6
O=C(NCc1ccc2c(c1)OCO2)C(=O)NCC(c1ccco1)N1CCN(c2ccccc2)CC1 (stereo not drawn)	5	-2.0	3	-4	-0.45	1549	0	-11	-10	-0.8	2
CCCCn1c(Nc2ccccc2)nc2ccccc21	-4	-0.1	1	-3	-0.56	1396	nt	18	-3	1.5	1
Cc1ccc(NS(=O)(=O)c2ccc(C(=O)N3CCN(c4ccccn4)CC3)cc2)cc1	-8	0.2	14	-5	-2.3	1387	nt	-3	-9	-0.8	4
COc1ccc(CCNC(=O)c2ccc(CN3CCOCC3)cc2)cc1	-2	-0.1	2	0	0.44	1568	nt	-5	-8	1.7	8
O=C(NN=C1CCCC1)c1ccccc1OCCOc1ccccc1	-1	0.6	13	1	-0.28	1511	-1	-6	-9	0.4	-5
COC(=O)C1=C(C)N(c2ccc(C)cc2)/C(=C/c2ccc(O)cc2)C1=O	6	0.2	98*	3	1.2	1550	-13	6	2	3.5	-5
CC1(C)NC(C)(C)C(O)(C(N)=O)C1=O (stereo not drawn)	-4	3.1	-6	-1	1.5	1411	-6	-1	-2	-0.6	3
Cc1ccc2nc(N3CCN(c4cccc(C)c4C)CC3)c3nnnn3c2c1	3	-7.4	-3	2	0.48	1396	nt	7	0	6.3	-3
Clc1ccc(-n2nnnc2Sc2ncnc3sccc23)cc1	-4	2.4	25	-9	nt	1538	-16	nt	nt	nt	-3
CCc1ccc(OCC(=O)Nc2cccc3nsnc23)cc1	2	-0.6	-7	6	0.87	1528	-15	3	2	6.2	2
O=C(COC(=O)CSc1cccc2cccc(Cl)c12)Nc1ncc(C(F)(F)F)cc1Cl	4	-0.6	-3	12	nt	1717	-22	-16	-10	3.2	8
CCN(CC)c1cc(C)c2ccccc2n1	7	-0.8	5	5	0.16	1704	nt	13	1	4.6	18
Cc1cc2c(C)cc(=O)oc2c2c1NCCC2	12	-1.4	2	9	nt	1684	14	-25	-6	0.5	19
CC(=O)c1ccc(N2CCN(CC(=O)Nc3ccccc3N3CCOCC3)CC2)cc1	-1	-0.2	13	2	-1.4	1549	-6	8	1	-0.2	-1
COc1ccccc1NS(=O)(=O)c1cc(N/C(=N\S(=O)(=O)c2ccccc2)c2ccc(F)cc2)ccc1Cl	4	-0.1	99*	-6	nt	1531	-8	10	-2	6.6	2
CCO[C@H]1OC(C(=O)N2CCN(Cc3ccc4c(c3)OCO4)CC2)=C[C@@H](c2ccc3c(c2)OCO3)[C@@H]1CCCO	8	0.2	1	2	nt	1537	-1	-4	-3	-0.4	2
Cc1cccc(N(CC(=O)NC2CCCC2)C(=O)CS(=O)CC(=O)Nc2ccc3c(c2)OCO3)c1C (stereo not drawn)	-4	-0.2	-6	4	-2.2	1720	nt	-3	-3	2.0	3
CCOc1ccc(N2C(=O)Nc3ccccc3C2(O)C(=O)NCc2ccc(OC)cc2)cc1 (stereo not drawn)	2	0.3	7	-2	-0.0066	1345	-16	-11	2	4.6	-3
CCN(CC(=O)Nc1ccc(OC)cc1)CC(=O)Nc1ccc(Cl)cc1F	0	-0.5	9	-3	-0.0063	1616	-7	-14	0	0.4	3
CCN(CCNC(=O)Cn1c(=O)sc2ccccc21)c1ccccc1	nt	-1.2	11	nt	nt	nt	2	7	-11	0.5	nt
CC1Cc2ccccc2N1C(=O)CSc1nnc2c(n1)[nH]c1ccccc12 (stereo not drawn)	4	-0.5	2	6	nt	1350	-5	-1	-4	0.6	4
Cc1ccccc1C(=O)O/N=C(\c1ccccc1)c1ccccn1	0	0.2	-2	-3	-0.92	1433	-2	-19	-3	0.0	-4
COc1ccc(NC(=O)c2c(C)oc3c2CCCC3)cc1	2	0.9	-6	-1	-0.36	1702	29	7	0	2.8	-9
Cc1cccc(CSCCNC(=O)c2ccc(CN3CCOCC3)cc2)c1	-1	-0.2	86*	-6	-1.5	1371	-10	2	-2	0.8	0
COc1cc2cc(CN(Cc3cccnc3)C(=O)NCc3ccccc3)c(=O)[nH]c2cc1OC	0	1.6	4	-5	0.16	1788	13	-5	-4	2.7	2
COc1ccccc1C(=O)Nc1ccc(C2=NNC(=O)CC2C)cc1 (stereo not drawn)	4	-0.2	-4	8	0.0045	1580	1	-10	0	3.2	1

High-throughput results from PubChem.
